Source: PubChem BioAssay
tim10-1 inh: tim10-1 yeast growth inhibition; 330,000 compounds, 2.2% hits; AID 463190; S. cerevisiae tim10-1 ts strain growth, BacTiter-Glo, 24 h; inhibition, % at 20 µM;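 active means inhibition of at least 40%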;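 further: mutant grown at 25 °C; 0% = DMSO wells with yeast and 100% = wells holding no yeast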
APJ agonist: activates the human apelin receptor APJ; CHO-K1 APJ PathHunter beta-arrestin, luminescence; 0% DMSO wells, 100% apelin; activation, % at 20 µM; 330,000 compounds, 0.11% hits; AID 2520;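 active means activation more than six SD over the plate average, tested at 20 µM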;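 further: 0% = DMSO alone and 100% = apelin-13 at 10 nM; some results filed as inactive read as strong as hits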
Target sequence (P35414 whole entry, looked up): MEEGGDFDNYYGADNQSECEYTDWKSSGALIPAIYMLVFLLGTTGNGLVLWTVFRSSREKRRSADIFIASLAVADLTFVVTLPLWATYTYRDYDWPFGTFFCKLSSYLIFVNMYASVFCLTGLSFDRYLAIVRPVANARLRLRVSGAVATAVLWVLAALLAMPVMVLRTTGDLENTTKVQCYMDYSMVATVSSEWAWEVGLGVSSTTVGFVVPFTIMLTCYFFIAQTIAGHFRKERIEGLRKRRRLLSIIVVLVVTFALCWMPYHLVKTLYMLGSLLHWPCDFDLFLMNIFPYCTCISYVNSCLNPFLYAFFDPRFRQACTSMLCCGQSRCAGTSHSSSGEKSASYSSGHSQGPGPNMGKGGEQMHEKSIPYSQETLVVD
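Test system – PathHunter CHO-K1 APJ (AGTRL-1) beta-arrestin reporter cells · Input – 1000 cells/well · Compound – single test compound dose, 20 µM final, 1% DMSO · Times – compound stimulation 90 min at 25 °C, detection 60 min · Technique – beta-gal luminescence · Read-out basis – APJ–arrestin association signal · Control set – negative DMSO alone, positive Apelin-13 at 10 nM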
TIM10 inh: TIM10 yeast growth inhibition | inhibition, % at 10 µM | AID 463195 | 330,000 compounds, 1.4% hits | S. cerevisiae TIM10 strain growth, BacTiter-Glo luminescence, 24 h;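 active means inhibition of 40% or more at the single tested concentration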;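 further: wild-type TIM10 isogenic control strain grown at permissive 25 °C; 0% = DMSO yeast wells and 100% = minimal medium wells without yeast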
NLRP3 yeast inh: blocks the NALP3 inflammasome reconstituted in yeast; Yeast reconstituted NLRP3/ASC/caspase-1, beta-gal luminescence, 24 h; inhibition, % at 10 µM; 330,000 compounds, 0.39% hits;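 active means inhibition of 50% or more; inactive means inhibition below 50%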;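 further: plate controls were induced DMSO wells for no effect and uninduced yeast grown without galactose for full effect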
tim23-1 inh: growth inhibitors of tim23-1 mutant yeast | S. cerevisiae tim23-1 growth, BacTiter-Glo luminescence, 24 h | inhibition, % at 20 µM | 330,000 compounds, 1.3% hits | AID 463212;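 active means growth inhibition of the mutant yeast at or above 50%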;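 further: temperature-sensitive mutant grown at 25 °C; plate controls were DMSO-treated mutant yeast for no effect and medium wells lacking yeast for full effect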
APJ antag: blocks the human apelin receptor APJ; P35414; CHO-K1 APJ beta-arrestin complementation, luminescence; inhibition, % at 20 µM; 330,000 compounds, 0.32% hits; AID 2521;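 active means inhibition above about 40% at 20 µM, limit read from the data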;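 further: cells challenged with 10 nM apelin-13 agonist together with compound; plate controls were apelin-13 plus DMSO wells for no effect and DMSO wells lacking apelin-13 for full effect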
GRIN3A LBD mod: modulators (binders) of human NR3A ligand-binding domain; 340,000 compounds, 2.5% hits; NR3A LBD differential scanning fluorimetry, Tm shift; 0% = protein alone, 100% = glycine-bound protein; Tm shift relative to glycine control, % at 25 µM; AID 1259313;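 active means melting temperature shift of at least 10% of the positive control shift, at one fixed dose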
MPTP block: inhibitors of mitochondrial permeability transition pore; 360,000 compounds, 1.4% hits; inhibition, % at 10 µM; isolated mouse mitochondria, Ca2+ swelling absorbance, 30 min;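 active means inhibition of 50% or more, scaled per plate between neutral and stimulator controls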;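 further: 0% = DMSO wells given calcium and 100% = 1 mM EGTA wells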
MIN6 prolif: induces beta-cell replication in MIN6 cells | MIN6 cells proliferation, ATPlite luminescence, 48 h; cells starved in 0.2% serum; 100% = growth in 10% serum | proliferation, % at 10 µM | 330,000 compounds, 0.29% hits | AID 2380;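 active means compounds whose signal lies at least 3.5 SD above the mean of all wells on their plate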;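 further: 0% = DMSO-treated cells in low-serum medium and 100% = 10% serum control; some compounds called inactive have numbers as strong as hits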
* = called active by the depositor; / = not tested or not shown.

SMILES	tim10-1 inh	APJ agonist	TIM10 inh	NLRP3 yeast inh	tim23-1 inh	APJ antag	GRIN3A LBD mod	MPTP block	MIN6 prolif
CCn1c(-c2ccccc2)csc1=Nc1ccc(O)cc1	40	0	35	26	58*	-39	3	2.0	-6
Cc1ccc(-n2ncc3c2CCCC3NC(=O)CSc2ccccn2)cc1C (stereo not drawn)	37	4	5	8	31	14	8	1.7	-1
COC(=O)c1ccc2c(=O)n(NC(C)=O)c(=S)[nH]c2c1	2	-4	10	0	0	8	6	-0.6	-1
c1ccc(-c2cn(-c3ccccc3)c3ncnc(N4CCCCC4)c23)cc1	27	-1	27	5	31	7	3	26	-6
C=CCn1cnc2scc(-c3ccc(C)c(C)c3)c2c1=O	20	-4	22	13	22	7	1	0.0	2
O=[N+]([O-])c1c(NCCO)cc(N2CCN(Cc3ccc4c(c3)OCO4)CC2)c2nonc12	7	-2	18	12	17	18	2	0.5	0
Cc1cc(C)nc(SCc2nc(N)nc(-c3ccccc3O)n2)n1	17	-6	27	15	9	1	1	-0.6	-2
CCOC(=O)c1c(NC(=O)CN2CCOCC2)sc(C(=O)NC)c1C	-2	-4	-8	16	-5	5	-4	2.2	1
COc1ccc(OC)c(-c2nn(-c3ccccc3)cc2C(=O)N2CCc3ccccc3C2)c1	15	-3	14	4	40	-2	2	-0.5	-4
O=C(CN1C(=O)c2cccc3cccc(c23)C1=O)N1CCCCC1	-3	-4	9	15	1	-4	1	0.7	0
COc1cccc(OC)c1OCCN1CCCC1	-5	-3	-5	18	-5	23	-1	0.2	-2
Cc1ccc(NC(=O)c2cc(NC(=O)c3ccccc3C(=O)O)ccc2N2CCCCC2)cc1	29	-2	15	1	14	3	-3	0.6	-2
COc1ccc2c(C#N)c3ccccn3c2c1	-3	3	-11	31	3	-44	9	0.8	1
Cc1c(C(=O)c2ccccc2)c(=O)n(C)c(=O)n1C	0	-5	-13	11	18	-6	0	0.1	2
COc1ccc(NC(=O)CSc2nnc(C(C)C)n2N)cc1	-9	-1	0	13	7	18	-2	1.9	-1
CC(=O)N1CCN(CC(=O)Nc2ccccc2C(=O)NCc2ccc(C)cc2)CC1	-10	0	6	17	-2	26	-3	0.8	-1
O=C(NCC1CCCO1)c1cc2c(s1)CCC2 (stereo not drawn)	1	-4	-12	17	-6	1	3	2.8	-3
CCN(CC)CCNc1nc(-n2nc(C)cc2C)nc2sc3c(c12)CC(C)(C)OC3	17	-1	-4	-6	-13	16	-3	-0.3	-3
Cc1cc(S(=O)(=O)NCc2ccc(S(N)(=O)=O)cc2)c(C)s1	6	-1	-6	5	17	-4	3	0.6	0
COc1ccc(-n2nc(C(=O)NCC(=O)Nc3cc(C)ccc3OC)c3ccccc3c2=O)c(OC)c1	3	-3	0	-8	11	11	5	-1.4	-3

Two entries drawn at random from the list so far:
SMILES	tim10-1 inh	APJ agonist	TIM10 inh	NLRP3 yeast inh	tim23-1 inh	APJ antag	GRIN3A LBD mod	MPTP block	MIN6 prolif
CCN(CC)CCNc1nc(-n2nc(C)cc2C)nc2sc3c(c12)CC(C)(C)OC3	17	-1	-4	-6	-13	16	-3	-0.3	-3
O=[N+]([O-])c1c(NCCO)cc(N2CCN(Cc3ccc4c(c3)OCO4)CC2)c2nonc12	7	-2	18	12	17	18	2	0.5	0

Later entries.
SMILES	tim10-1 inh	APJ agonist	TIM10 inh	NLRP3 yeast inh	tim23-1 inh	APJ antag	GRIN3A LBD mod	MPTP block	MIN6 prolif
O=C(Nc1cccc([N+](=O)[O-])c1)C12CC3CC(C1)CC(n1cnc([N+](=O)[O-])n1)(C3)C2	5	1	-1	17	-5	-8	-5	-2.6	-2
O=C(CCNC(=O)C1CCN(S(=O)(=O)c2ccc(F)cc2)CC1)NCc1ccncc1	2	1	-3	0	-9	8	-1	-2.5	2
COc1ccc(OC)c(S(=O)(=O)N2CCC3(CC2)OCCN3S(=O)(=O)c2cccs2)c1	9	4	-2	25	18	13	1	0.1	1
COC(=O)[C@]1(C)N[C@H](CN(C)S(=O)(=O)c2ccccc2)[C@@H]2C(=O)N(Cc3ccccc3)C(=O)[C@@H]21	11	4	20	4	6	-9	7	1.0	1
O=C(O)CSc1c(-c2ccccc2)c2cc(Cl)ccc2[nH]c1=O	-8	-2	0	10	17	-6	-5	-0.4	-1
Nc1cccc2c1C(=O)N(CC(=O)NC13CC4CC(CC(C4)C1)C3)C2=O	7	-3	24	8	27	-6	1	1.6	-4
COc1ccc(-c2nnc(SC)nc2-c2ccc(OC)c([N+](=O)[O-])c2)cc1[N+](=O)[O-]	5	-2	-5	21	11	6	-1	3.6	1
CCCCn1c(N)c(NCC(C)C)c(=O)[nH]c1=O	7	-1	-23	-2	4	-4	-1	-11	-3
CCc1nnc(NC(=O)CSc2nc3ccc(OC)cc3[nH]2)s1	-1	-2	-3	6	-19	-2	6	3.2	-1
CC(=O)/C(N=Nc1ccc(-n2ccc(C(F)(F)F)n2)cc1)=C(\C)O	10	1	13	12	15	10	1	0.6	-1
COc1ccccc1CN1CC(C(=O)NCc2ccc(C)c(F)c2)CCC1=O (stereo not drawn)	17	-2	7	-2	11	10	1	-0.3	1
CC(=O)c1cccc(NC(=S)NC(=O)c2ccc(Br)cc2)c1	2	3	2	5	16	12	1	1.9	0
N#Cc1c(N2CCN(C(=O)c3ccccc3Cl)CC2)nc(-c2ccccc2)c2c1CCCC2	4	1	-3	13	23	22	10	0.0	-4
OC(c1ccc(OCc2ccccc2)cc1)c1nnc(-c2ccccc2)o1 (stereo not drawn)	18	0	12	16	15	-2	-11	15	-5
O=[N+]([O-])c1ccc2[nH]c(O)c(N=NC3CS(=O)(=O)CC3O)c2c1 (stereo not drawn)	14	2	-3	11	14	2	0	-0.3	-2
C[n+]1ccccc1COc1ccc(C(C)(C)C)cc1	21	-2	-20	1	3	-5	-4	-0.3	0
O=S1(=O)CCC(SCc2nc3sccn3c2Br)C1 (stereo not drawn)	7	-5	6	9	3	13	-13	0.2	-2
CC1CCN(CC(=O)Nc2ccccc2-c2ccccc2)CC1	7	-1	2	-2	11	8	0	0.2	-3
CCOC(=O)c1oc2ccc(S(=O)(=O)N3CCC(C)CC3)cc2c1C	19	-5	28	18	9	1	2	0.2	-2
CCC(=O)Nc1nc(-c2cc([N+](=O)[O-])cs2)cs1	-22	0	-25	15	-18	3	-1	0.9	0
CCN(CC)C(=O)c1sc2c(c1C)c(=O)n(-c1ccc(OC)cc1OC)c(=O)n2CC(=O)c1ccccc1	5	-1	13	9	19	-6	-2	1.2	1
CC1(C)C2CC=C(/C=N/NC(=O)c3ccc(Cl)cc3)C1C2 (stereo not drawn)	20	-2	28	10	17	8	-22	35	-2
CCN(CC)S(=O)(=O)c1ccc(NC2=NS(=O)(=O)c3ccccc32)cc1	1	-6	-9	-7	-2	9	-1	0.7	0
CCN(CC)C(=O)[C@H]1C[C@H](CC(=O)NCc2cccc(C(F)(F)F)c2)C(=O)N2CCc3c([nH]c4cc(CCC(=O)N(C)C)ccc34)[C@]12C	15	/	-1	/	22	/	-1	0.8	/
C=CCOC(=O)/C=C/C(=O)NC(N)=O	-5	-4	13	0	21	-7	2	-0.4	11*
O=C(CCNS(=O)(=O)c1ccccc1F)N1CCN(Cc2ccccc2)CC1	1	-2	-3	25	-10	0	-1	-0.8	0
c1csc(C2C3=C(Nc4ncnn42)c2ccccc2OC3)c1 (stereo not drawn)	33	-7	43*	-4	33	-7	0	-0.7	0
Oc1ccccc1N1CCN(C(c2ccccc2)c2ccccc2)CC1	23	1	10	25	33	-36	-3	0.5	-4
O=c1cc(-c2ccc(O)cc2)oc2c(C3O[C@H](CO)[C@@H](O)[C@H](O)[C@H]3O)c(O)cc(O)c12 (stereo partly drawn)	-3	4	6	25	5	11	-5	-3.6	-3
Cc1nc2ccc(NC(=O)COc3cccc(F)c3)cc2s1	-31	-2	-9	18	9	17	-10	1.2	-5
Cc1ccc(-c2c(C(=O)O)c(C(=O)O)c3n2CSC3)cc1	-1	0	7	5	4	5	0	0.0	3
COc1ccccc1CNC(=O)C(=O)NCC(c1ccco1)N1CCOCC1 (stereo not drawn)	-15	-2	-7	11	15	-8	-1	0.7	-1
C=CCn1c(-c2ccc(OC)cc2)csc1=Nc1c(C)n(C)n(-c2ccccc2)c1=O	37	-3	42*	6	48	22	-1	2.1	-2
COc1ccc(NC(=O)CN(C)C(=O)CCc2nc3cc(S(=O)(=O)N4CCOCC4)ccc3n2C)cc1	-9	9	-8	8	-3	7	3	-0.7	4
Cn1c(C(=O)O)c(CC(=O)Nc2ccc3c(c2)OCCO3)c2ccccc21	11	-1	-5	0	-1	-9	4	1.4	-1
CC(=O)c1cccc(-n2nnnc2SCC(=O)NNC(=O)C2CCCCC2)c1	0	1	8	2	5	2	-1	0.2	0
COc1ccc(C(C)=O)cc1CS(=O)(=O)CC(=O)NCCc1c[nH]c2ccccc12	3	-1	6	18	12	4	0	-1.0	0
O=c1[nH]c(-c2ccc(Cl)cc2)cs1	18	-3	-4	9	5	0	-1	0.1	-4
CC(=O)c1ccc(N2CCN(C(C)C(=O)Nc3ccc4c(c3)OCCO4)CC2)cc1 (stereo not drawn)	6	-3	0	16	14	-4	0	-2.2	-2
Cc1ccc(Cl)cc1NC(=O)CC(O)(C(F)(F)F)C(F)(F)F	55*	7	39	24	53*	-14	-6	95*	-4
CCc1cc(=O)oc2cc(C)cc(OC(=O)c3ccco3)c12	21	-6	13	-1	0	13	2	7.8	2
COC(=O)COc1ccc(S(=O)(=O)NCCC2=CCCCC2)cc1C	24	-2	11	3	38	19	-1	1.2	-6
CCc1ccc(N(C(=O)c2csnn2)C(C(=O)NC(C)(C)CC)c2ccccn2)cc1 (stereo not drawn)	16	-2	-8	-5	5	7	-1	-2.8	1
Cn1c(SCC(=O)NC2CCCCC2)nnc1-c1ccccc1F	-17	-1	-10	7	-4	9	1	-0.3	-2
Cc1nc2c(C(=O)NCc3cccs3)cnn2c(C)c1Cc1ccccc1	26	-3	20	19	6	13	/	/	-2
Cc1cccc2cc(CN(CC3CCCO3)C(=O)c3ccco3)c(=O)[nH]c12 (stereo not drawn)	13	4	10	20	10	3	-1	0.3	1
COc1ccc(CN(C)C(=O)C2CC(=O)N(c3ccc4c(c3)OCCO4)C2)c(OC)c1 (stereo not drawn)	12	-1	12	10	28	11	0	-0.8	-4
CC(=O)NCCc1nc2ccccc2n1Cc1cc(C)ccc1C	3	1	11	3	19	-3	-1	0.4	1
COc1ccccc1C(=O)N/C(=C/c1ccc(Br)cc1)C(=O)NCCO	-3	2	-4	13	6	3	-1	0.8	-2
CCCn1c(CCc2ccccc2)n[nH]c1=S	31	0	-2	13	22	-6	-1	-1.4	-1
COc1ccc(CNC(=O)C2CCCN2C(=O)NC2CCCCC2)cc1 (stereo not drawn)	3	-5	2	-1	6	12	0	-1.1	-3
Cc1ccc(C(=O)Nc2ccncc2)c(C)c1	-1	0	-8	15	1	-2	-1	0.1	3
COc1ccc(/C=N/NC(=O)Nc2cccc3nsnc23)cc1OC	-15	-2	-10	7	-25	9	2	-5.6	0

Structural class, the compounds so far containing a cyano group (two)
SMILES	tim10-1 inh	APJ agonist	TIM10 inh	NLRP3 yeast inh	tim23-1 inh	APJ antag	GRIN3A LBD mod	MPTP block	MIN6 prolif
COc1ccc2c(C#N)c3ccccn3c2c1	-3	3	-11	31	3	-44	9	0.8	1
N#Cc1c(N2CCN(C(=O)c3ccccc3Cl)CC2)nc(-c2ccccc2)c2c1CCCC2	4	1	-3	13	23	22	10	0.0	-4

Not a hit list. Share with any hit: about 7.2%.
